Dengue-2 NS5 capping = flavivirus cap methylation enzyme inhibition – biochemical, confirmation dose response, primary screen (AID 588689); Dengue-2 NS5 methyltransferase capping enzyme assay, biochemical; higher % means a stronger effect; inhibition, % at 25 µM; hits with a dose series show IC50 in µM; 340,000 tested, 0.3% active; in the data active = a potency from the dose series; inconclusive = inhibition above about 29% without an active follow-up result
NTR1 agonist = NTR1-driven beta-arrestin-GFP spot formation – imaging, U2OS cells, high content, primary screen (AID 493036); activation, % at 20 µM; P30989; 330,000 tested, 0.17% active; agonist mode;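 active = activation at or above 40% of the spot to cytoplasm intensity ratio, with at least 20 cells analyzed; inconclusive = wells under 20 cells, flagged as cytotoxic or low count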;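 also: 0% = DMSO without peptide and 100% = 100 nM NTR1 peptide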
Target sequence (P30989 whole entry, looked up): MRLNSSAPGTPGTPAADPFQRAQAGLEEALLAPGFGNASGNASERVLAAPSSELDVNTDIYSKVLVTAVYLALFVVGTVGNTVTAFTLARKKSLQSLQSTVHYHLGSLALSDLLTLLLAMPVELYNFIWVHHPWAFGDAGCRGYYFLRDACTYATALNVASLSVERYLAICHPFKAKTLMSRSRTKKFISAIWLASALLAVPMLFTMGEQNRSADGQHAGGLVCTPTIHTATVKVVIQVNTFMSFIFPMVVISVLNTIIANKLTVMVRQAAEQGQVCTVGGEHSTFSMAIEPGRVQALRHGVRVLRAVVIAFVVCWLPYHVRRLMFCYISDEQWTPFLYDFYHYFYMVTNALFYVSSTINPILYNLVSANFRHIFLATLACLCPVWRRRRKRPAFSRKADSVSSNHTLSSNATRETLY
GPR55 LPI antagonism = inhibition of LPI-stimulated GPR55 beta-arrestin translocation – imaging, U2OS, beta-arrestin-GFP, LPI agonist, primary screen (AID 2013); U2OS GPR55 beta-arrestin-GFP translocation imaging, LPI antagonism; higher % means a stronger effect; one-dose inhibition, % at 10 µM; IC50 in µM for titrated hits; 290,000 tested, 0.13% active;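 active = spots per cell inhibited over 60%, with over 100 cells counted and total cytoplasm intensity under 500,000; inconclusive = wells with under 100 cells, flagged as likely toxic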;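 also: U2OS cells stably carrying GPR55 and arrestin-GFP stimulated by 5 µM LPI near EC80; imaged beta-arrestin-GFP aggregate spots per cell after agonist stimulation; plate controls were LPI-stimulated DMSO wells for no effect and DMSO wells without LPI for full effect; some results filed as inactive read as strong as hits; confirmed hits need IC50 under 10 µM and bright autofluorescent wells are also inconclusive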
HIV fusion peptide = inhibitors of HIV fusion peptide binding, primary screen, biochemical, uHTS, fluorescence dequenching (AID 1986); cell-free peptide binding, fluorescence dequenching, 30 min; higher % means a stronger effect; one-dose inhibition, % at 20 µM; IC50 in µM for titrated hits; 290,000 tested, 0.3% active; in the data active = inhibition mostly above about 52%, no sharp cut-off; inactive = mostly below about 76%; also: some results filed as inactive read as strong as hits
Siah-1 displacement = blockers of Siah-1 interaction with plectin peptide – biochemical, fluorescence polarization, rhodamine-plectin, uHTS, primary screen (AID 1817); Siah-1 / rhodamine-plectin peptide fluorescence polarization; higher % means a stronger effect; displacement, % at 20 µM; hits with a dose series show IC50 in µM; 290,000 tested, 0.02% active;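 active = displacement of at least 50% at 20 µM, with a fluorescence ratio check between 0.3 and a set limit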;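 also: plate controls were Siah plus tracer with DMSO for no effect and tracer alone without Siah for full effect; strong numbers were not always called active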
GPR35 antagonists = GPR35 antagonists blocking zaprinast-driven arrestin recruitment, primary screen, imaging, U2OS, beta-arrestin-GFP, zaprinast agonist (AID 2058). U2OS GPR35 beta-arrestin-GFP translocation imaging, zaprinast antagonism; higher % means a stronger effect. one-dose inhibition, % at 10 µM; IC50 in µM for titrated hits. 290,000 tested, 0.052% active;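 active = inhibition of at least 50% with at least 30 cells and total cytoplasm GFP at most 10,000,000; inconclusive = under 30 cells or total GFP of 10,000,000 plus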
UTI89 phage lysis = protection from phage-mediated lysis, alamar blue read-out – E. coli UTI89, K1F phage, bacterial capsule biogenesis inhibitors (AID 488966) | inhibition, % at 100 µM; hits with a dose series show IC50 in µM | E. coli UTI89 K1F phage lysis, alamar blue, 2 h; higher % means a stronger effect | 340,000 tested, 0.02% active;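 active = phage lysis inhibition, versus mean bacterial control, above a set limit; inconclusive = no clear call, values can overlap the other calls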;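 also: capsule biogenesis inhibitors block K1F phage lysis so surviving cells raise fluorescence; higher fluorescence means more inhibition of phage lysis; actives were called in the ten point dose series up to 300 µM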
AID2073 = disruptors of CaV2.2 binding to Mint1 – biochemical, HTRF (AID 2073); HTRF protein-protein interaction, Mint1-CaV2.2; higher % means a stronger effect; inhibition, % at 20 µM, or IC50 in µM where a hit was titrated; 290,000 tested, 0.19% active; in the data active = inhibition mostly above about 51%, no sharp cut-off; inconclusive = no clear call, values can overlap the other calls; inactive = mostly below about 53%; also: some results filed as inactive read as strong as hits
GPR55 beta-arrestin = selective activators of receptor GPR55 – imaging, U2OS cells, beta-arrestin-GFP redistribution, primary screen (AID 1961). U2OS GPR55 beta-arrestin-GFP redistribution imaging; higher % means a stronger effect. one-dose activation, % at 10 µM; EC50 in µM for titrated hits. 290,000 tested, 0.048% active;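 active = activation above 40% with more than 50 cells counted in the well; inconclusive = wells holding fewer than 50 cells, flagged as toxic or sparse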;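 also: U2OS osteosarcoma cells stably expressing GPR55 and beta-arrestin-GFP; plate controls were DMSO negative control for no effect and LPI positive control for full effect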
NTR1 agonist cell count 20 µM = second read-out of NTR1 agonist, no call of its own (marks repeat the call); cell count; measured here: cell count, cytotoxicity flag
* marks the source's active call; other numbers are inactive results; ? = inconclusive; . = not tested or not shown; [ ] = remark or other dose.

SMILES	Dengue-2 NS5 capping	NTR1 agonist	NTR1 agonist cell count 20 µM	GPR55 LPI antagonism	HIV fusion peptide	Siah-1 displacement	GPR35 antagonists	UTI89 phage lysis	AID2073	GPR55 beta-arrestin
O=C(CNC(=O)C1CCCCC1)OCc1cc(=O)oc2ccc3ccccc3c12	-2.9%	0.4	40	4.8%	2.9%	1.1%	-2.3%	-0.3%	12.5%	0.1%
CC1(C)CC2CC(C)(CN2CC(=O)C(C#N)c2ccccc2)C1 (configuration not stated)	-4.5%	-0.2	40	0.5%	-2.3%	5.9%	-3.0%	-0.7%	-6.4%	-0.2%
CCCCC(=O)Nc1nnc(-c2ccco2)o1	1.5%	0.8	69	-3.9%	-2.9%	-3.5%	1.6%	-1.4%	-7.4%	-0.3%
c1ccc(C2=Nc3ccccc3SC2c2nc3ccccc3[nH]2)cc1 (configuration not stated)	.	1.4	86	5.8%	-1.9%	2.5%	-4.6%	.	-5.3%	-0.4%
COc1ccc(-c2noc(CCC(=O)NCc3ccco3)n2)cc1	-0.8%	1.8	47	-1.2%	1.1%	10.4%	1.4%	0.3%	7.4%	-0.2%
COc1ccc(OCC(=O)N/N=C(\CCC(=O)O)c2cccs2)cc1	3.0%	1.6	73	12.2%	-0.3%	0.1%	5.3%	0.3%	0.6%	0.1%
Clc1ccc(OCCCCSc2ncccn2)cc1	-5.7%	-0.8	80	?	2.1%	0.9%	53.0%	-0.1%	-44.4%	1.1%
O=c1cc(CO)oc(C(Nc2ccccn2)c2ccsc2)c1O (configuration not stated)	.	0.2	44	7.3%	0.0%	-3.8%	4.2%	.	2.1%	-0.1%
CC(C)Nc1nc(N(c2ccccc2)c2ccccc2)nc(-n2ccnc2)n1	-3.2%	4.1	96	2.6%	-2.0%	1.6%	-5.7%	2.5%	5.1%	-0.3%
CCC1(CC)Cc2ccccc2-c2nc(CN3CCOCC3)[nH]c(=O)c21	0.8%	4.8	82	-5.3%	-1.7%	-5.1%	15.3%	0.3%	6.1%	-0.2%
COc1ccc(NC(=O)Cc2coc3cc(C)ccc23)cn1	-5.1%	3.2	54	-0.8%	0.7%	10.6%	3.2%	-1.3%	-12.0%	0.1%
CC1(C)Cc2nc3sc4c(=O)n(CC(=O)NCc5ccco5)cnc4c3cc2CO1	-6.2%	0.4	53	-3.1%	-1.0%	-1.5%	-8.2%	0.8%	20.3%	-0.2%
Cc1ccc(NC(=S)NNC(=O)CCn2cc(C)cn2)cc1	-4.8%	-0.3	56	5.3%	1.0%	3.2%	15.5%	5.5%	-15.8%	-0.1%
CC(=O)C1=C(C)NC(SCC(=O)c2ccccc2)=C(C#N)C1c1ccco1 (configuration not stated)	.	7.2	46	16.3%	2.4%	0.4%	-5.6%	.	15.3%	0.2%
CCC(=O)c1ccc(OCC(=O)N2CCN(c3ccccn3)CC2)cc1	-9.8%	2.1	56	20.1%	0.9%	1.6%	1.4%	0.1%	?	-0.1%
COc1ccc(NC(=O)CSc2nc(C)cs2)c(OC)c1	6.3%	1.1	36	-3.4%	1.5%	7.6%	-2.3%	-0.2%	2.7%	-0.2%
COC(=O)c1ccc2c(=O)n(CC3CCCO3)c(SCC(=O)Nc3ccccc3Cl)nc2c1 (configuration not stated)	3.8%	18.1	60	14.4%	-2.7%	1.7%	12.7%	0.1%	-1.3%	-0.1%
Cc1cccc(-c2cc(C(=O)Nc3sc(C)c(C)c3C(N)=O)c3ccccc3n2)c1	-3.4%	4.1	48	0.869µM*	1.4%	-0.2%	-4.7%	2.9%	3.3%	-0.1%
COc1ccc(C(=O)NNC2=CC(=O)CC(C)(C)C2)cc1	-7.2%	2.6	60	21.6%	0.6%	4.2%	-8.5%	0.4%	31.1%	0.1%
COc1ccc(C)cc1N(C)C(=O)Cc1c(C(=O)O)n(C)c2ccccc12	10.8%	0.9	73	5.1%	-1.4%	0.8%	13.9%	-1.3%[50 µM]	3.2%	0.6%
CCCc1c(C(=O)N/N=C(\C)c2ccc(O)cc2)nnn1-c1nonc1N	-3.1%	0.1	66	4.8%	-1.8%	-7.9%	8.8%	0.1%	5.2%	-0.2%
Cc1ccc(/C=C/C(=O)NN2CCN(C)CC2)cc1	-0.3%	-0.2	56	-5.0%	-0.7%	-2.4%	0.5%	-0.8%[50 µM]	12.7%	-0.2%
CC(=O)c1ccc(N/C=C\C(=O)c2ccc(C)cc2)cc1	1.5%	-1.3	36	-7.8%	-1.0%	1.1%	4.1%	-0.8%	13.9%	0.0%
COc1ccccc1Nc1nc2ccccc2n1C	-2.8%	-2.2	90	11.9%	0.1%	0.3%	18.5%	0.3%	7.9%	1.1%
S=c1nc[nH]c2c1cnn2Cc1ccccc1	-4.7%	0.4	58	-0.6%	0.1%	-2.7%	-2.5%	0.1%	-14.5%	-0.1%
C=CCN1CCN(C(=O)CCCc2ccccc2)CC1	-3.1%	1.5	55	-5.6%	0.6%	4.1%	-16.7%	0.6%	8.9%	0.0%
N#CCCOC1(C#CCN2CCCC2)CCCCC1	0.0%	-0.8	57	3.7%	-0.6%	-1.9%	1.1%	0.5%	19.4%	-0.1%
O=C(OCC(=O)N(C1CCCCC1)C1CCCCC1)c1ccc(O)cc1	-2.6%	0.0	53	-7.9%	-1.5%	3.9%	2.3%	1.0%	11.9%	-0.1%
COc1ccccc1CNC(=O)COC(=O)c1ccc(NC(N)=O)cc1	-15.9%	-1.0	70	11.7%	6.0%	-0.5%	9.8%	0.1%	0.4%	0.2%
CN(C)c1ccc(C2Nc3ccccc3C(=O)N2CCN2CCNC2=O)cc1 (configuration not stated)	-12.3%	0.3	39	-4.0%	-0.6%	0.5%	-1.1%	0.9%	-1.8%	-0.1%

Some entries already given, showing only Siah-1 displacement, GPR35 antagonists and HIV fusion peptide:
| compound | Siah-1 displacement | GPR35 antagonists | HIV fusion peptide |
| --- | --- | --- | --- |
| COc1ccccc1Nc1nc2ccccc2n1C | 0.3% | 18.5% | 0.1% |
| S=c1nc[nH]c2c1cnn2Cc1ccccc1 | -2.7% | -2.5% | 0.1% |

Three compounds out of the list, arranged by SMILES length, smallest number first.
SMILES	Dengue-2 NS5 capping	NTR1 agonist	NTR1 agonist cell count 20 µM	GPR55 LPI antagonism	HIV fusion peptide	Siah-1 displacement	GPR35 antagonists	UTI89 phage lysis	AID2073	GPR55 beta-arrestin
CN(C)c1ccc(C2Nc3ccccc3C(=O)N2CCN2CCNC2=O)cc1 (configuration not stated)	-12.3%	0.3	39	-4.0%	-0.6%	0.5%	-1.1%	0.9%	-1.8%	-0.1%
CCCc1c(C(=O)N/N=C(\C)c2ccc(O)cc2)nnn1-c1nonc1N	-3.1%	0.1	66	4.8%	-1.8%	-7.9%	8.8%	0.1%	5.2%	-0.2%
COc1ccc(C)cc1N(C)C(=O)Cc1c(C(=O)O)n(C)c2ccccc12	10.8%	0.9	73	5.1%	-1.4%	0.8%	13.9%	-1.3%[50 µM]	3.2%	0.6%

Going on with the list:
SMILES	Dengue-2 NS5 capping	NTR1 agonist	NTR1 agonist cell count 20 µM	GPR55 LPI antagonism	HIV fusion peptide	Siah-1 displacement	GPR35 antagonists	UTI89 phage lysis	AID2073	GPR55 beta-arrestin
CCOC(=O)CSc1nc2c(sc(=S)n2-c2ccccc2OC)c(=O)n1-c1ccccc1OC	-10.4%	2.8	84	11.8%	-1.4%	4.3%	-4.6%	1.6%[50 µM]	6.4%	0.0%
COc1ccc(-n2c(C)ccc2C)c([N+](=O)[O-])c1	-3.0%	-1.5	49	-2.9%	-0.7%	0.3%	2.3%	0.4%	26.2%	0.0%
O=C(Nc1ccc(Cl)cc1)Nc1ccc(Oc2cccnc2)nc1	-23.5%	1.1	31	15.4%	-1.7%	-1.4%	20.9%	0.6%	-4.2%	-0.1%
CCOC(=O)Nc1ccc2c(c1)N(C(=O)CCN1CCN(C)CC1)c1ccccc1S2	1.4%	1.7	53	2.1%	-0.9%	-3.6%	-5.6%	0.3%	-8.4%	-0.1%
CC(=O)Nc1ccc(NC2CCCCC2NS(=O)(=O)c2ccccc2)cc1 (configuration not stated)	-8.8%	-0.1	62	6.3%	0.8%	6.3%	-6.1%	0.2%	0.2%	0.6%
CCOC(=O)C1(CCc2ccccc2)CCN(Cc2ccc(O)cc2)CC1	1.6%	-0.8	51	18.1%	1.4%	33.1%	1.0%	0.4%	-0.1%	0.2%
Cc1ccc(OCC(=O)NCCCNC(=O)c2ccccn2)cc1C	-12.5%	-1.2	57	13.6%	1.6%	0.4%	-11.2%	0.3%	-7.3%	-0.2%
CCN(CC)S(=O)(=O)c1ccc(N2CCOCC2)c(NC(=O)Cc2ccccc2F)c1	4.0%	0.6	58	-0.9%	-0.1%	5.5%	-2.3%	-0.8%	8.1%	0.0%
O=C1C(Cl)=C(N2CCCCC2)C(=O)N1c1ccccc1	66.9µM*	2.4	74	6.6%	-1.1%	-4.1%	17.7%	-0.6%	25.6%	0.0%
O=S1(=O)CCC(N=Nc2c(O)n(Cc3ccccc3)c3ccccc23)C1 (configuration not stated)	-4.0%	-0.5	48	-1.6%	-0.8%	13.0%	-13.1%	0.1%	1.1%	-0.1%
CC1=NNC(=O)C1CCC(=O)N/N=C\c1ccc(Cl)c(Cl)c1 (configuration not stated)	11.9%	-1.8	81	4.2%	-1.7%	-2.8%	-4.2%	-1.1%	13.2%	-0.3%
COC(=O)[C@H](Cc1ccccc1)NC(=O)O[C@H]1C(=O)c2ccc(OC)cc2O[C@@H]1c1ccc2c(c1)OCO2	.	1.7	98	10.9%	-0.4%	8.3%	-0.9%	.	6.6%	-0.3%
C=CCNC(=O)CC12CC3CC(C1)CC(CC(=O)NCC=C)(C3)C2	-10.1%	-0.8	25	-7.4%	-1.4%	2.5%	-6.1%	-1.7%	-10.1%	0.0%
COc1ccc(CN2C(=O)NC3(CCOc4ccccc43)C2=O)cc1F (configuration not stated)	-4.0%	0.4	46	3.9%	1.3%	-6.9%	1.8%	2.5%	-8.4%	-0.1%
